Screening data from PubChem.
ELG1 genotoxic = qHTS screen for small molecules that induce genotoxicity in human embryonic kidney (HEK293T) cells expressing luciferase-tagged ELG1 | 330,000 tested, 1.3% active | HEK293T ELG1-luciferase reporter, luminescence, 16 h | Potency, µM (series often up to 46 µM), inactives show at the highest dose activity change, positive = activation, hits mostly activators; note: % of control where 0% means no effect; nearly all actives have a fitted effect of over 60% in size
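Luminescence read-out: rising ELG1-luciferase signal, reflecting elevated ELG1 protein under genetic stress, flags genotoxic compounds. Cells were treated for 16 hr at 37 °C before ONE-Glo detection.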
RORgamma inh = qHTS for inhibitors of ROR gamma transcriptional activity; Nuclear receptor ROR-gamma (Mus musculus), P51450; Drosophila S2 Gal4-RORgamma UAS-luciferase reporter, 20 h; Potency, µM (series often up to 53.6 µM), inactives show at the top dose activity change, negative = inhibition, actives largely listed as inhibitors; 310,000 tested, 5.4% active; AID 2551, 2010; note: % is set by controls: 0 for no effect and ±100 for the full control effect; nearly all actives have a fitted effect of over 60% in size
Target sequence (P51450 whole entry, looked up, the tested form may be a part): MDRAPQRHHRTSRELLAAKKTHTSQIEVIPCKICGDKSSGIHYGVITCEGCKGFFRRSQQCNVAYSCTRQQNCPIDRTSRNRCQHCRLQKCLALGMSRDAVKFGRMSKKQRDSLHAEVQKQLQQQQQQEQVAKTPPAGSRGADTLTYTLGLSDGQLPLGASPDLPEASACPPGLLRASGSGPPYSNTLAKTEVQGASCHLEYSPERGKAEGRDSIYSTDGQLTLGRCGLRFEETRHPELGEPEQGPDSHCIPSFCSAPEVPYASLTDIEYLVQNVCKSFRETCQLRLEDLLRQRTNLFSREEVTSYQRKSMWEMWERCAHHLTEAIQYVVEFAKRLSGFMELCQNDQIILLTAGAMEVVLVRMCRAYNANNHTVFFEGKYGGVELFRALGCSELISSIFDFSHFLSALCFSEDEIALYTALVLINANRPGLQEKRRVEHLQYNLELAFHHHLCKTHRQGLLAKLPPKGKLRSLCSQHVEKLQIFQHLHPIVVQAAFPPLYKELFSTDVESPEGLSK
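Luciferase reporter read in Schneider cells carrying Gal4-RORγ (mouse) and UAS-Photinus luciferase; cells given compound 1 h before 700 uM copper sulfate induction, then incubated 20 h at ambient temperature.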
Rab9 promoter act = qHTS Assay for Rab9 Promoter Activators | Huh7 Rab9 promoter-luciferase reporter, luminescence, 24 h | Potency, µM (titrated, usually from 9.22 µM), without a hit: at the top dose activation, negative = inhibition, hits mostly activators | 320,000 tested, 2.8% active | AID 485297, 2010; note: % of control where 0% means no effect; nearly all actives have a fitted effect of over 60% in size
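Quantitative HTS format; Huh7 Rab9-luciferase reporter cells (1500/well) receive compound 2 h post-plating, incubate 24 h at 37 °C, then get luciferase reagent for 10 min before luminescence reading.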
MBNL1-CUG inh = qHTS Assay for Inhibitors of MBNL1-poly(CUG) RNA binding. Muscleblind-like protein 1 (Homo sapiens), Q9NR56. TR-FRET MBNL1-His/biotin-(CUG)12 binding, 665/545 ratio. Potency, µM (series often up to 57.5 µM), for inactives: top-dose activity change, negative = inhibition, hits mostly inhibitors. 280,000 tested, 0.036% active; active = well fitted inhibition curve with a large enough effect in the signal ratio, with a control signal flat, not every such curve was filed as active; inconclusive = small, poorly fitted or top-dose-only effect, or effect the other way, or a change in a side signal; inactive = no such curve, though single readings can be large or run the other way; the % refers to the signal ratio; note: % is set by controls: 0 for no effect and ±100 for the full control effect
Target sequence (Q9NR56 whole entry, looked up): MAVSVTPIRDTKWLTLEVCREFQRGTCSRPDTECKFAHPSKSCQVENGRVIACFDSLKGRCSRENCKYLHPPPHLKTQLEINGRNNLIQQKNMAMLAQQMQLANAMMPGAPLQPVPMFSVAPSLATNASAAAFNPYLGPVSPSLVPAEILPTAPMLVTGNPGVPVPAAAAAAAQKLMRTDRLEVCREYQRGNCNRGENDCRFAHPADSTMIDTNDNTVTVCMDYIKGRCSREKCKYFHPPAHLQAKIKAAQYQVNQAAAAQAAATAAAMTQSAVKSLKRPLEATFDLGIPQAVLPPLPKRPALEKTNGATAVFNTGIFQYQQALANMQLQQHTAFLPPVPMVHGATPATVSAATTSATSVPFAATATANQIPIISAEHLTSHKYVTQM
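Inhibition of protein-RNA binding appears as loss of TR-FRET between terbium anti-His antibody on MBNL1-His and streptavidin-XL665 on biotin-(CUG)12. Activity is normalized to buffer-only and uninhibited-complex controls.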
NPC1 promoter act = qHTS Assay for NPC1 Promoter Activators; AID 485313, 2010; 320,000 tested, 2.4% active; Potency, µM (doses to about 9.22 µM), without a hit: top-dose activation, actives largely listed as activators; Huh7 NPC1 promoter luciferase reporter, 24 h;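 note: % of control where 0% means no effect; nearly all actives have a fitted effect of over 60% in size; reporter is driven by a mutant NPC1 promoter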
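Luminescence from an NPC1 promoter-driven luciferase reporter in stably transfected Huh7 cells was measured after 24 h compound treatment at 37 °C, followed by 10 min ambient incubation with luciferase detection reagent.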
Gal4-VP16 FLuc = VP16 counterscreen qHTS for inhibitors of ROR gamma transcriptional activity; Drosophila S2 Gal4-VP16 UAS-luciferase, luminescence, 20 h; Potency, µM (highest dose often 53.6 µM), for the others: at the highest dose activity, negative = inhibition, most hits filed as inhibitors; 310,000 tested, 3.5% active;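 note: Gal4-VP16 expression switched on by copper sulfate through the metallothionein promoter; % is set by controls: 0 for no effect and ±100 for the full control effect; nearly all actives have a fitted effect of over 50% in size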
uPA surface inh = qHTS for Inhibitors of Cell Surface uPA Generation; cell surface uPA generation assay, qHTS; Potency, µM (titrated, usually from 38.3 µM), for inactives: at the top dose activity change, negative = inhibition, most hits filed as inhibitors; 330,000 tested, 0.31% active; AID 540303, 2011; active = well fitted inhibition curve with a large enough effect; inconclusive = small, poorly fitted or top-dose-only effect; inactive = no such curve, though single readings can be large or run the other way; tested in mouse RAW 264.7 cells; note: % is set by controls: 0 for no effect and ±100 for the full control effect; nearly all actives have a fitted effect of over 55% in size
p53 reactivator = qHTS assay for re-activators of p53 using a Luc reporter | 320,000 tested, 0.063% active | H1299 p53-A138V BP100-luciferase reporter, luminescence, 24 h | Potency, µM (highest dose often 92.2 µM), for inactives: top-dose activity change, positive = activation, most hits filed as activators; note: % of control where 0% means no effect; nearly all actives have a fitted effect of over 45% in size
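H1299 (p53-null), stable ts p53-A138V + BP100-Luc; 1000 cells/well, Opti-MEM/10% FBS; cpd 4 pt, 1:5; 24 h, 37 deg C, 5% CO2; detection reagent 10 min RT; luminescence.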
FLuc counter = qHTS profiling assay for firefly luciferase inhibitor/activator using purifed enzyme and Km concentrations of substrates (counterscreen for miR-21 project). 360,000 tested, 6.9% active. purified FLuc, Km substrates, luminescence inhibition. Potency, µM (highest dose often 57.5 µM), for the others: top-dose activity change, negative = inhibition, usual class: inhibitors;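 note: plate controls were vehicle for no effect and reference inhibitor for full effect; nearly all actives have a fitted effect of over 55% in size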
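Biochemical qHTS of compounds, final roughly 60 µM downward over six points, against 10 nM purified firefly luciferase using Km concentrations of substrates (10 uM D-luciferin, 10 uM ATP) in Tris acetate pH 7.5 buffer; luminescence output.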
MLL CXXC-DNA inh = qHTS Fluorescence Polarization Assay for Inhibitors of MLL CXXC domain - DNA interaction | AID 2662, 2010 | MLL-CXXC / FITC-HOXA9 DNA fluorescence polarization | Histone-lysine N-methyltransferase 2A (Homo sapiens), Q03164 | Potency, µM (highest dose often 115 µM), inactives show top-dose activity change, negative = inhibition, actives largely listed as inhibitors | 290,000 tested, 0.037% active; active = well fitted inhibition curve with a large enough effect in the polarisation, with a control signal flat, not every such curve was filed as active; inconclusive = small, poorly fitted or top-dose-only effect, or effect the other way, or a change in a side signal; inactive = no such curve, though single readings can be large or run the other way; the % refers to the polarisation
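Fluorescence polarization: 7 uM MLL-CXXC (stock) preincubated 5 min with compounds, then 50 nM fluorescein-HOX-A9 DNA (stock) added; 30 min ambient. Buffer 50 mM Tris-HCl pH 7.5, 50 mM NaCl, 1 mM DTT, 0.05% BSA.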
BRCA1 expr act = qHTS Assay to Identify Small Molecule Activators of BRCA1 Expression. MCF7-BRCA1-FFLuc reporter, luminescence, 48 h; response scale: scaled: vehicle 0%, 10 µM genistein 100%. AID 624202, 2012. Potency, µM (highest dose often 46.1 µM), for inactives: top-dose activation, actives largely listed as activators. 380,000 tested, 1.1% active; note: nearly all actives have a fitted effect of over 80% in size; some results filed as inactive show a strong effect at the top dose
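MCF7-BRCA1-FFLuc, 2000 cells/well; 2 h attach, 37 °C/5% CO2; compound 48 h; luciferase substrate 15 min; luminescence end-point. Norm. to genistein 10 microM max activation and DMSO; concentration-response curves fitted.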
Active calls of the source: *; ? = inconclusive; . = no result given; & = joins results of further samples; [ ] = another dose, or the depositor's remark. Unless noted, calls come from the whole dose curve; as a rule, active = well fitted curve in the direction sought with a large enough effect; inconclusive = small, poorly fitted or top-dose-only effect, or another doubt; inactive = no such curve, though single readings can be large; an effect the other way counts as inactive or inconclusive. Potency is the fitted concentration of half-maximal effect. Some of the compounds tested. The share of hits here may be higher or lower than overall.

SMILES	ELG1 genotoxic	RORgamma inh	Rab9 promoter act	MBNL1-CUG inh	NPC1 promoter act	Gal4-VP16 FLuc	uPA surface inh	p53 reactivator	FLuc counter	MLL CXXC-DNA inh	BRCA1 expr act
CC(C)C(NC(=O)c1cccs1)c1nnc(SCC(=O)Nc2nccs2)n1C (stereo not drawn)	-5%	-1%	-5%	-4%	-6%	6%	.	14%	-3%	5%	-6%
COc1ccc(NC(=O)c2c(C)cc(=O)oc2C)c(OC)c1	8%	0%	-1%	2%	-6%	-8%	1%	-5%	1%	1%	3%
COc1ccc(C(=O)NNC(=O)C(=O)Nc2ccc(C)c(Cl)c2)cc1	-2%	8%	-2%	-9%	-1%	-5%	1%	-6%	-16%	-1%	-5%
CCc1ccccc1NC(=O)Cn1nnc(-c2cccs2)n1	2%	-2%	-2%	-6%	-1%	5%	-2%	-20%	1%	5%	0%
CC(C)n1cc(C(=O)c2cc(Br)ccc2O)cc(C#N)c1=O	-5%	33%	1%	6%	-5%	-27%	-4%	8%	0%	-9%	-25%
COc1cc(NC(=O)C(C)Oc2ccccc2)c(OC)cc1NC(=O)c1ccccc1 (stereo not drawn)	-27%	39%	0%	-5%	-7%	-9%	6%	-1%	0%	-1%	-58%
Cc1ccc(CNC(=O)C2CCN(C(=O)Nc3ccc(C)cc3)CC2)cc1	-1%	25%	-1%	-4%	0%	8%	1%	9%	6%	5%	0%
CC(C)(C)C(=O)/C(=C/c1ccncc1)n1cncn1	-27%	1µM*	-58%[inhibitor]	-3%	-32%[inhibitor]	2.8µM*	?	-11%	?	-5%	-99%[inhibitor]
COCCOCCOCCC(=O)NC1CC2CCC1(C)C2(C)C (stereo not drawn)	-2%	13%[10 µM]	-6%	-5%	-1%	3%	.	1%	0%	3%	8%
CC(C)CCN1CC(C(=O)NCc2ccc(F)cc2)CC1=O (stereo not drawn)	-1%	-4%	1%	-3%	0%	-1%	5%	4%	0%	-5%	14%
Cc1nnc(N2CCCC(C(=O)NCc3cccc(F)c3)C2)c2nn(-c3ccccc3)c(C)c12 (stereo not drawn)	3%	2%	-6%	-4%	-2%	-1%	?	-7%	2%	5%	-20%
CSc1cccc(N2CC(C(=O)NCCN3C(=O)S/C(=C\c4cccnc4)C3=O)CC2=O)c1 (stereo not drawn)	-3%	.	6%	.	-1%	.	-1%	6%	-6%	.	1%
O=C(C1=C[C@H](c2coc3ccccc3c2=O)C[C@H](OCCCCO)O1)N1CCOCC1	1%	25%	-1%	6%	-2%	5%	0%	0%	-1%	-3%	29%
N#Cc1cn(CCOc2ccccc2F)c2ccccc12	2%	38%	-2%	-2%	1%	-14%	-1%	6%	?	-5%	48%
CCC(=O)Nc1ccc(C(=O)n2nc(C)cc2C)cc1	3%	-3%	7%	-5%	4%	5%	5%	2%	1%	5%	6%
CCOC(=O)c1c(C)c(C(=O)NCc2cccs2)c(C)n1C	2%	?	0%	-4%	-2%	-1%	.	2%	6%	9%	3%
O=[N+]([O-])c1cc(-c2cnc3ccccc3n2)ccc1Oc1ccc(Cl)cc1	1%	?	2%	13%	-1%	-20%	-8%	?	?	1%	24%
CC(=O)Cc1nsc(NC(=O)c2ccc(Br)o2)n1	2%	42%	11%	-11%	0%	10%	10%	12%	?	7%	23%
Cc1ccccc1-n1c(=O)n(Cc2ccc(C(=O)O)cc2)c(=O)c2[nH]cnc21	-2%	23%	-5%	0%	-7%	-8%	2%	23%	-1%	13%	3%
COc1ccccc1CNS(=O)(=O)c1c(C)nc2scc(C)n2c1=O	3%	4%	-8%	-7%	-4%	-14%	-1%	1%	0%&2%	-9%	5%
COc1cccc2cc(-c3ccnc(N)n3)oc12	?	1%	?	35%[activator]	23%	-2%	-7%	24%	?	-2%	?
Cc1ccc(S(=O)(=O)Nc2nc3ccccc3s2)cc1	1%	10%	1%	-6%	0%	-1%	2%	-5%	1%	-6%	9%
COc1ccc(OC)c(S(=O)(=O)NCCCN2CCCC2=O)c1	3%	6%	1%	1%	0%	-4%	2%	7%	0%	-1%	-3%
CN(CC(=O)Nc1cccc(F)c1)C(=O)c1ccc(-n2cncn2)c([N+](=O)[O-])c1	8%	.	-4%	.	-1%	.	1%	-6%	6%	.	-9%
CCSc1nnc([C@H](C)NC(=O)OC(C)(C)C)o1	0%	0%	-8%	-1%	4%	-3%	.	-2%	13%	-2%	4%
CCC(CC)C(=O)Nc1cc(OC)c(OC)cc1C(=O)O	-12%	3%	-4%	4%	-1%	3%	-3%	-3%	0%	-3%	-6%
C=C1c2cc(C)ccc2NC(=O)N1c1ccc(C)cc1	0%	32%	-15%	12%	-2%	-11%	1%	5%	-19%	4%	24%
O=C(CN1CCN(C(=O)C2COc3ccccc3O2)CC1)Nc1ccccc1 (stereo not drawn)	-4%	-1%	3%	.	1%	4%	7%	-1%	1%	-4%	1%
Cc1c(C(=O)NCc2ccccn2)sc2nc(-c3ccccc3)cn12	?	38%	-1%	-2%	17%	-6%	-26%	-8%	?	-7%	58%
C/C(=N\NS(=O)(=O)c1ccc(Br)cc1)c1ccncc1	-2%	11%	0%	?	-3%	-4%	-3%	-7%	7%	-4%	-1%

A different layout for part of the listing above:
SMILES,ELG1 genotoxic,RORgamma inh,Rab9 promoter act,MBNL1-CUG inh,NPC1 promoter act,Gal4-VP16 FLuc,uPA surface inh,p53 reactivator,FLuc counter,MLL CXXC-DNA inh,BRCA1 expr act
CCSc1nnc([C@H](C)NC(=O)OC(C)(C)C)o1,0%,0%,-8%,-1%,4%,-3%,.,-2%,13%,-2%,4%
CCC(CC)C(=O)Nc1cc(OC)c(OC)cc1C(=O)O,-12%,3%,-4%,4%,-1%,3%,-3%,-3%,0%,-3%,-6%

Continued:
SMILES	ELG1 genotoxic	RORgamma inh	Rab9 promoter act	MBNL1-CUG inh	NPC1 promoter act	Gal4-VP16 FLuc	uPA surface inh	p53 reactivator	FLuc counter	MLL CXXC-DNA inh	BRCA1 expr act
CCOc1ccc(C(=O)NCC2(c3ccccc3)CCOCC2)cc1	1%	26%	-4%[1.84 µM]	-13%	-1%	3%	-1%	7%	3%	-6%	-9%
COc1ccc(Cl)cc1NC(=S)NCCc1c[nH]c2ccccc12	-8%	5.6µM*	-6%	-3%	-7%	7.1µM*	.	-4%	-6%	22%	-47%
Cc1ccccc1CN1CCN(C(=O)c2ccco2)CC1	2%	33%	14%	-4%	16%	6%	-4%	12%	-17%	33%[activator]	57%
CCOc1cccc(C(=O)N/N=C/c2coc3ccccc3c2=O)c1	-10%	-17%	5%	-1%	-3%	5%	10%	2%	-14%	7%	0%
CC(=O)c1cccc(NC(=S)NC(=O)Cc2ccccc2)c1	1%	1.4µM*	1%	-2%	-4%	5µM*	2%	2%	2%	0%	8%
COc1ccc(/C=N/NC(=O)c2ccco2)cc1Cn1nc(C)c([N+](=O)[O-])c1C	-3%	-1%	-4%	23%	1%	-21%	-7%	-3%	3%	10%	-50%
Cc1ccc(N(CC(=O)N2CCCCC2)S(=O)(=O)c2ccc(C)cc2)cc1	1%	11%	-5%	9%	-2%	0%	-1%	-6%	-15%	-2%	5%
CCCCCC1C/C(=N\O)C=C(C)C1C(=O)OC (stereo not drawn)	-5%	-4%	-6%	8%	-1%	-7%	3%	0%	3%	-3%	4%
COc1cccc(/C=C/C(=O)OCC(=O)Nc2ccc3[nH]c(=O)[nH]c3c2)c1OC	8%	.	-1%	.	9%	.	3%	-4%	?	.	-2%
Cn1c(=O)n(C)c2cc(NS(=O)(=O)c3cccs3)ccc21	?	-19%	3%	-13%	-1%	4%	-8%	-4%	-5%	-5%	-36%
Cc1nn(CC(=O)NCCCN2CCC(N3CCCCC3)CC2)c(=O)c2cc(-c3ccccc3)nn12	?	22%	-12%	-10%	-4%	-7%	3%	14%	4%	0%	-16%
COC(=O)C(NS(C)(=O)=O)(c1c(C)[nH]c2ccccc12)C(F)(F)F (stereo not drawn)	0%	-19%	2%	-2%	-2%	3%	4%	-10%	-2%	2%	21%
CC(=O)N(C)c1ccc(NC(=O)Cc2cccs2)cc1	?	-7%[1.91 µM]	19%	-5%	?	19%	0%	15%	?	6%	?
